Screens from PubChem.
NCI-60 one-dose screen, 48 h, at 10 µM unless noted. Numbers give growth in % (100 = growth as untreated, 0 = no growth, -100 = all killed).
SK-MEL-5 – SK-MEL-5 melanoma. 6.4% of 80,000 active
HOP-62 – HOP-62 NSCLC; 3.9% of 80,000 active; AID 1794735
CCRF-CEM – CCRF-CEM leukemia. AID 1794778. 7% of 77,000 active
HOP-92 – HOP-92 NSCLC cells; 6.3% of 71,000 active
SK-MEL-28 – SK-MEL-28 melanoma. 4.1% of 81,000 active
EKVX – EKVX NSCLC | AID 1794765 | 3% of 71,000 active
M14 – M14 melanoma; 6.2% of 80,000 active; AID 1794745
A549/ATCC – A549/ATCC NSCLC; 3.7% of 81,000 active
* = called active by the depositor; · = no result given; & = joins results of further samples. Rule for the calls: active = growth percent below 10; inactive = the rest.

structure,SK-MEL-5,HOP-62,CCRF-CEM,HOP-92,SK-MEL-28,EKVX,M14,A549/ATCC
FC(F)(F)c1ccc(Cn2cc(CSc3nc4ccccc4s3)nn2)cc1,105,89,91,85,105,100,100,90
C[N+](C)(C)CC(=O)c1ccc2ccccc2c1,99,88,95,85,115,97,93,84
CC(C)[C@]12O[C@H]1[C@@H]1O[C@]13[C@]1(O[C@H]1C[C@H]1C4=C(CC[C@@]13C)C(=O)OC4)[C@@H]2OC(=O)CN(C)C,-20*,19,12,·,1.0*,-27*,-74*,18
CN(C)c1ccc(C2SCC(=O)N2NC(=O)c2ccc(NC(=O)c3ccccn3)cc2)cc1 (stereo unspecified),99,100,102,97,107,94,103,98
Clc1ccc(NCc2cn(Cc3nc4ccccc4[nH]3)nn2)cc1,91,87,93,78,98,98,95,88
C[C@@H](c1ccccc1)[C@@H](C(=O)O)c1ccccc1,98,100,99,·,108,·,101,101
COc1ccc(OC)c(NC(=O)NN(C)C)c1,67,102,90,95,104,100,95,99
O=C(O)c1ccccc1Br,106,108,108,57,118,119,118,104

Remaining list, next part:
structure,SK-MEL-5,HOP-62,CCRF-CEM,HOP-92,SK-MEL-28,EKVX,M14,A549/ATCC
Nc1nonc1-c1nc2c(Cl)cccc2[nH]1,97,110,101,94,117,·,109,99
COc1ccc([C@H]2c3[nH]c4ccccc4c3C[C@H]3C(=O)N(C4CCN(Cc5c(F)cccc5F)CC4)CC(=O)N23)c(OC)c1,64,75,43,34,81,47,·,49
O=C(Nc1ccccc1F)Nc1nccnc1OCc1cccc(F)c1,98,74,99,77,93,91,86,100
NC(Cc1ccccc1)C(=O)NC(Cc1ccccc1)C(=O)O (stereo unspecified),95&100,100&91,98&118,98,105&103,98,97&103,101&90
O=C1CSC(=Nc2ccccc2)N1C1=CSC2=N/C(=C\c3ccc(Cl)cc3)C(=O)N12,103,106,92,99,102,·,102,100
O=C(Cc1cccc(-c2ccco2)c1)N1C(=O)OC[C@@H]1Cc1ccccc1,97,92,91,91,109,97,101,86
O=[N+]([O-])c1ccc(N/N=C/c2ccccc2O)nc1,20,33,17,·,62,30,30,31
Cc1cc(C(NC(=O)CCCCCNc2cccc3c2C(=O)N(C2CCC(=O)CC2=O)C3=O)c2cccc(N(C)C)c2)c(O)c2ncccc12 (stereo unspecified),-70*,-23*,-19*,-10*,11,7.8*,-27*,12

Next part:
structure,SK-MEL-5,HOP-62,CCRF-CEM,HOP-92,SK-MEL-28,EKVX,M14,A549/ATCC
O=C(NO)c1ccc(CNC(=O)[C@H]2Cc3c([nH]c4ccccc34)[C@H](c3ccccc3)N2)cc1,8.2*,19,22,-2.3*,6.1*,45,28,51
O=C(Nc1ncc(Cc2cccc(Cl)c2)s1)C1COc2ccccc2O1 (stereo unspecified),97,92,63,81,83,88,91,80
Cc1ccc(S(=O)(=O)Nc2ccc(C)cc2C)cc1,100,91,65,78,96,90,·,93
COc1cc2c(=O)n(N3C(=O)C=NC3=O)c3cnc(-c4ccccc4)n3c2cc1OC,98,104,·,·,94,·,108,108
CC(C)C(=O)Nc1ccccc1,99,101,107,96,114,116,102,108
Nc1nc(Nc2ccccc2)c2ncn(Cc3ccc4c(c3)OCO4)c2n1,21,41,67,64,64,49,16,42
COc1ccc(/C=N/N=C2/C(=O)Nc3ccc(OC)cc32)c(OC)c1,108,97,104,123,119,107,114,114
COc1cccc(C(C)=O)c1O,99,86,108,100,107,105,105,96

Whole records as entered above. Screens in order: SK-MEL-5 | HOP-62 | CCRF-CEM | HOP-92 | SK-MEL-28 | EKVX | M14 | A549/ATCC
Cc1ccc(S(=O)(=O)Nc2ccc(C)cc2C)cc1 across the screens: 100 | 91 | 65 | 78 | 96 | 90 | · | 93
O=C(Nc1ncc(Cc2cccc(Cl)c2)s1)C1COc2ccccc2O1 (stereo unspecified) across the screens: 97 | 92 | 63 | 81 | 83 | 88 | 91 | 80
CC(C)C(=O)Nc1ccccc1 across the screens: 99 | 101 | 107 | 96 | 114 | 116 | 102 | 108
COc1cc2c(=O)n(N3C(=O)C=NC3=O)c3cnc(-c4ccccc4)n3c2cc1OC across the screens: 98 | 104 | · | · | 94 | · | 108 | 108

Continuation:
structure,SK-MEL-5,HOP-62,CCRF-CEM,HOP-92,SK-MEL-28,EKVX,M14,A549/ATCC
CC(=O)C(Cl)C(=O)c1c(C)[nH]n(-c2ccccc2)c1=O (stereo unspecified),101,108,93,·,105,·,93,110
O=S(=O)(O)c1cc2onnc2c2ccccc12,110,105,106,·,109,118,98,111
C#CC1(N2CCCCC2)CCCCC1,102,117,100,·,97,104,116,92
O=c1c2c3c(sc2n2c(-c4cc(-c5ccccc5)nn4-c4ccccc4)nnc2n1Cc1ccccc1)CCCC3,129,95,·,53,111,101,92,101
COc1cc2c3c(n(CCCNC(C)C)c(=O)c2cc1OC)-c1nc2c(cc1C3=O)OCO2,54,5.8*,5.1*,67,49,88,-49*,-63*
O=C(N/N=C/c1ccc(O)c(O)c1)c1ccccc1,88,96,·,59,101,·,101,88
CN(C(=O)COC(=O)/C=C/c1ccc([N+](=O)[O-])cc1)C1CCS(=O)(=O)C1 (stereo unspecified),91,·,98,90,106,83,93,78
CCN1CCN(C(C(=O)NCCc2c[nH]c3ccccc23)c2c[nH]c3ccccc23)C(=O)c2ccccc2C1=O (stereo unspecified),97,96,84,81,110,96,95,100

(further entries)
structure,SK-MEL-5,HOP-62,CCRF-CEM,HOP-92,SK-MEL-28,EKVX,M14,A549/ATCC
CC(=O)N[C@H](C(=O)N[C@H](Cc1ccccc1)C(=O)N[C@H](CS)C(=O)N[C@H](CCCN=C(N)N)C(=O)N[C@H](CCCN=C(N)N)C(=O)N[C@H](CCCN=C(N)N)C(=O)N[C@H](CCCN=C(N)N)C(=O)N[C@H](CCCN=C(N)N)C(N)=O)[C@@H](C)O,102,108,112,63,114,107,105,107
Cc1ccc(S(=O)(=O)N(CCC(=O)O)c2ccccc2)cc1,112,96,94,102,119,108,107,104
CN(c1ccccc1)S(=O)(=O)CS(=O)(=O)N(C)c1ccccc1,108,107,109,95,107,·,104,107
CCCCCCC/C=N/NC(=O)c1ccc(-n2cc(-c3ccccc3)nn2)cc1,95,96,86,87,98,91,81,96
O=C(NC[C@H]1CN(c2ccc(N3CCC(C(=O)O)CC3)cc2)C(=O)O1)c1ccc(Cl)s1,101,97,97,82,107,97,98,103
Cc1cccc(Nc2nc3ccccc3nc2/C=C/c2ccc(F)cc2)c1,88,100,97,84,101,84,93,91
Fc1ccc(-c2nc3ccc(F)cc3s2)cc1,96,95,97,87,106,76,102,69
CC/C(=N/OCc1ccccc1)C(=O)NNS(=O)(=O)c1ccc(C)cc1,101,·,100,68,102,95,107,·

(more compounds)
structure,SK-MEL-5,HOP-62,CCRF-CEM,HOP-92,SK-MEL-28,EKVX,M14,A549/ATCC
CCOC(=O)C1=C(C)n2nc(CC#N)c(C#N)c2NC1c1ccc([N+](=O)[O-])cc1 (stereo unspecified),100,109,107,92,102,96,99,100
N#CC(=Nc1ccccc1)c1ccccc1,108,107,94,80,114,117,116,113
O=C1/C(=C\c2cccn2C(=O)c2ccc(Cl)s2)c2ccccc2N1c1c(Cl)cccc1Cl,94,85,84,66,84,71,64,60
C=C(C)[C@@H]1CC[C@]2(C)[C@H](CC(=O)[C@@H]3[C@@H]4CC(C)(C)CC[C@]4(C(=O)OC)CC[C@]32C)[C@@]1(C)CCC(=O)OC,73,92,72,65,94,80,70,72
COc1cc(C2=Nc3c(N)ncnc3NC(c3cccc(Nc4ccnc5cc(Cl)ccc45)c3)C2)cc(OC)c1OC (stereo unspecified),87,83,97,67,107,81,96,86
O=C(Cn1cc(COc2ncnc3c2cnn3-c2ccccc2)nn1)Nc1ccccn1,92,91,97,75,97,86,97,94
Cc1cc(C)n2nc(SCC(=O)Nc3sc4c(c3C(N)=O)CCC4)nc2n1,99,94,102,·,137,100,102,146
COc1ccc(Nc2cc(N)nc(N)n2)cc1,101,106,104,93,106,94,102,98

Next section:
structure,SK-MEL-5,HOP-62,CCRF-CEM,HOP-92,SK-MEL-28,EKVX,M14,A549/ATCC
CCC/C=C(\C#N)C(=O)O,104,112,·,132,104,·,110,105
O=C(N=Nc1c(O)[nH]c2ccc(Cl)cc12)c1cc(-c2ccccc2)on1,101,98,104,116,109,97,108,111
NS(=O)(=O)c1ccc(Nc2ccnc(SCC(=O)c3ccc(Cl)cc3)n2)cc1,92,113,105,106,117,105,99,105
CCCn1cnc2c(c1=N)C(c1ccc(OC)cc1)c1sc3c(C)cccc3c1O2 (stereo unspecified),40,44,3.5*,·,54,41,2.5*,29
Cc1nc(C)c(C(=O)NNC(=O)C[n+]2ccccc2)cc1C(=O)NNC(=O)C[n+]1ccccc1,105,92,105,106,101,97,99,110
CCOC(=O)c1ccc(OCC)cc1O,98,100,99,107,112,101,102,106
CCOC(=O)/C=C1\S/C(=N\Nc2cc(=O)[nH]c3ccc(Br)cc23)N(Cc2ccccc2)C1=O,99,95,69,80,101,98,99,100
O=C1Nc2ccccc2/C1=C\c1nc(-c2ccc(F)cc2)n2ccccc12,104,105,84,·,117,72,98,84

Three of the compounds above, with each value named.
CCC/C=C(\C#N)C(=O)O
  SK-MEL-5 = 104
  HOP-62 = 112
  CCRF-CEM = ·
  HOP-92 = 132
  SK-MEL-28 = 104
  EKVX = ·
  M14 = 110
  A549/ATCC = 105

O=C(N=Nc1c(O)[nH]c2ccc(Cl)cc12)c1cc(-c2ccccc2)on1
  SK-MEL-5 = 101
  HOP-62 = 98
  CCRF-CEM = 104
  HOP-92 = 116
  SK-MEL-28 = 109
  EKVX = 97
  M14 = 108
  A549/ATCC = 111

NS(=O)(=O)c1ccc(Nc2ccnc(SCC(=O)c3ccc(Cl)cc3)n2)cc1
  SK-MEL-5 = 92
  HOP-62 = 113
  CCRF-CEM = 105
  HOP-92 = 106
  SK-MEL-28 = 117
  EKVX = 105
  M14 = 99
  A549/ATCC = 105

The listing picks up with the 7 entries that preceded the break.
structure,SK-MEL-5,HOP-62,CCRF-CEM,HOP-92,SK-MEL-28,EKVX,M14,A549/ATCC
O=C(N=Nc1c(O)[nH]c2ccc(Cl)cc12)c1cc(-c2ccccc2)on1,101,98,104,116,109,97,108,111
NS(=O)(=O)c1ccc(Nc2ccnc(SCC(=O)c3ccc(Cl)cc3)n2)cc1,92,113,105,106,117,105,99,105
CCCn1cnc2c(c1=N)C(c1ccc(OC)cc1)c1sc3c(C)cccc3c1O2 (stereo unspecified),40,44,3.5*,·,54,41,2.5*,29
Cc1nc(C)c(C(=O)NNC(=O)C[n+]2ccccc2)cc1C(=O)NNC(=O)C[n+]1ccccc1,105,92,105,106,101,97,99,110
CCOC(=O)c1ccc(OCC)cc1O,98,100,99,107,112,101,102,106
CCOC(=O)/C=C1\S/C(=N\Nc2cc(=O)[nH]c3ccc(Br)cc23)N(Cc2ccccc2)C1=O,99,95,69,80,101,98,99,100
O=C1Nc2ccccc2/C1=C\c1nc(-c2ccc(F)cc2)n2ccccc12,104,105,84,·,117,72,98,84
CCCCCCCCCCCCCCNC1=CC(=O)c2c(C(=O)OC)c(C)nc(C)c2C1=O,71,112,61,85,77,91,71,93
Fc1cccc(-c2ccc(F)cc2F)c1,103,111,106,83,104,100,104,101
CC/C(=C(\c1ccc(OCCN2CCCCCC2)cc1)c1ccc(OC(=O)C2CCCCC2)cc1)c1ccccc1,99,99,102,92,101,102,94,108
O=C1CCCC(C(=O)NCc2ccc(Cl)cc2Cl)N1 (stereo unspecified),101,102,100,95,112,110,101,78
O=C(c1ccc(Br)cc1)[C@@H]1[C@@H]2CCCN2[C@]2(C(=O)Nc3ccccc32)[C@H]1c1ccc(O)cc1,97,100,90,84,102,84,90,100
Cc1ccc(S(=O)(=O)CC(=O)c2cc3cc(Br)ccc3oc2=O)cc1,95,108,98,92,97,99,102,97
COc1ccc2[nH]c(O)c(N=NC(=O)c3ccc4nc(-c5ccccc5)[nH]c4c3)c2c1,98,108,94,143,120,112,121,111
COc1ccc2cc(C(C)c3nnc(N)o3)ccc2c1 (stereo unspecified),92,99,·,·,107,99,85,74

Next section
structure,SK-MEL-5,HOP-62,CCRF-CEM,HOP-92,SK-MEL-28,EKVX,M14,A549/ATCC
CCN1CCN(c2ccc(NC(=O)Nc3ccc4c(c3F)CCN4c3ccnc(C(=O)NC)c3)cc2C(F)(F)F)CC1,-100*,-49*,-42*,82,-84*,-77*,-93*,-81*
COc1ccc(-c2nc(-c3nc4ncccc4[nH]3)cc3c2[nH]c2ccccc23)cc1,49,79,43,100,81,·,76,60
CC(=O)NC1C(Nc2ccc(S(=O)(=O)Nc3ccnn3-c3ccccc3)cc2)OC(CO)C(O)C1O (stereo unspecified),110,95,96,117,102,99,101,105
CCN(CC)CCNC(=O)c1ccc(NCN2C(=O)NC(c3ccccc3)(c3ccccc3)C2=O)cc1,109&101,100&116,101,105&86,117&117,95&91,96&105,107&95
O=C1c2cc(F)ccc2Oc2cc([N+](=O)[O-])ccc2N1c1ccc(Br)cc1F,94,93,80,90,100,93,92,69
CS(=O)(=O)NC(c1ccccc1)c1ccccc1,102,108,105,61,102,95,104,103
CCCCCOC(=O)N1CCCC1,108,122,106,116,112,127,107,103
N#CN1C2CCC1CC(O)(c1ccccc1)C2 (stereo unspecified),99,101,·,90,103,·,104,93
